MT stabilizer = microtubule stabilizers in HeLa cells, primary screen, imaging, high-content imaging; HeLa tubulin immunostaining HCS, 24 h; share of cells brighter than vehicle mean+2SD; % tubulin-high responders, % at 10 µM; 200,000 compounds, 0.83% hits;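 active = plate Z-score above 3 for both tubulin-high and condensed-nucleus cell shares, with cell loss under 80%, at 10 µM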;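 note: anti alpha tubulin signal scored within the nucleus-defined area of each cell; some results filed as inactive read as strong as hits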
M1AAP inhibition = P. falciparum M1AAP inhibitors, biochemical, fluorogenic H-Leu-NHMec substrate, 1536-well (AID 1445) | one-dose inhibition, % at 30 µM; IC50 in µM for titrated hits | Aminopeptidase N (Plasmodium falciparum (isolate 3D7)) | recombinant M1AAP, H-Leu-NHMec fluorogenic kinetic assay; higher % means a stronger effect | 220,000 compounds, 0.42% hits;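 active = primary inhibition above the hit cutoff, then over 50% inhibition at one or more dose response concentrations, cut at about 23% in these data, passing the limit was not always enough; inconclusive = conflicting primary data, or primary hits not chosen for dose response; inactive = low primary inhibition, or under 50% at every dose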;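 note: plate controls were DMSO full reaction for no effect and no enzyme background for full effect; strong numbers were not always called active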
Ins promoter up = insulin promoter activators in MIN6 cells, imaging, high-content screening, mouse beta cells. MIN6 insulin promoter-GFP reporter; active compounds read high. z-score at 5 µM. 190,000 compounds, 0.3% hits. AID 1625, 2009;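 active = z-score above 3 at 5 µM with at least 500 cells counted in the well; inconclusive = wells under 500 cells, flagged as cytotoxic or low count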
b-catenin transl = modulators of beta-catenin nuclear translocation, primary screen, imaging, HeLa cells, immunofluorescence, high-content; nuclear translocation activity, % at 5 µM; 190,000 compounds, 0.3% hits;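 active = nuclear translocation activity above 50% at 5 µM, with a well cell count of 50 or more; inconclusive = wells under 50 cells across six images, flagged as toxic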;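 note: per-cell ratio of nuclear to cytoplasmic median beta-catenin stain intensity; plate controls were DMSO negative control for no effect and GSK-3 inhibitor IX positive control for full effect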
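Test system: human HeLa cells, native beta-catenin. Compound dosing: 5 µM primary single dose, 0.1% DMSO, 0.02–20 µM confirmation series. Incubation: compound exposure 24 h at 37°C. Detection: beta-catenin immunostaining with DAPI counterstain, 20x imaging, 6 fields/well. Read-out basis: Nuclear/cytoplasmic beta-catenin signal ratio, % activation.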
UTI89 phage lysis = inhibition of K1F phage lysis, E. coli UTI89, bacterial capsule biogenesis inhibitors, alamar blue (AID 488966) | E. coli UTI89 K1F phage lysis, alamar blue, 2 h; higher % means a stronger effect | one-dose inhibition, % at 100 µM; IC50 in µM for titrated hits | 340,000 compounds, 0.02% hits;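 active = phage lysis inhibition, versus mean bacterial control, above a set limit; inconclusive = no clear call, values can overlap the other calls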;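 note: capsule biogenesis inhibitors block K1F phage lysis so surviving cells raise fluorescence; higher fluorescence means more inhibition of phage lysis; actives were called in the ten point dose series up to 300 µM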
CSM14.1 death rescue = rescue of cells from ER stress-induced death, primary screen, 384-well, CSM14.1, thapsigargin, ATP luminescence (AID 1222). CSM14.1 thapsigargin-induced death rescue, ATP luminescence; higher % means a stronger effect. one-dose cellular ATP content (survival), % at 20 µM; EC50 in µM for titrated hits. 190,000 tested, under 10 active;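 active = EC50 below 50 µM in the dose-response confirmation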;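 note: death triggered by thapsigargin at about 15 µM added after 2 h compound pretreatment; cell ATP read after overnight thapsigargin exposure of roughly 18 to 22 hours; normalized against plate controls of thapsigargin alone and 5% DMSO vehicle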
Autophagy HCS = autophagy modulators in MEF cells, primary screen, imaging, high-content, MEF GFP-LC3. MEF GFP-LC3 puncta imaging; test concentration mostly 10 µM. 190,000 compounds, 0.98% hits. calls only at 10 µM (by protocol). AID 463193, 2010;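 active = percentage of spot-positive cells more than 3 SD above its plate mean, without a fluorescence outlier flag or 80% toxicity; inconclusive = no clear call, values can overlap the other calls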;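 note: spot-positive cell cutoff set from DMSO-treated cells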
Dynein transport = inhibitors of GR-EGFP nuclear translocation, primary screen, dynein cargo transport inhibitor project, imaging, high-content, 3617.4 mouse cells | AID 1381, 2008 | z-score, hits read low | 220,000 compounds, 0.47% hits | test concentration mostly 20 µM; stimulated with dexamethasone, 1 µM; active compounds read low;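 active = plate z-score of nuclear minus cytoplasmic receptor signal below a set negative limit, without overly bright fluorescence or cell loss, cut at about -3.5 in these data, passing the limit was not always enough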;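 note: z-score of nuclear minus cytoplasmic ring GR-EGFP intensity difference per well; some compounds called inactive have numbers as strong as hits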
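Also added – dexamethasone, 1.0 µM final · Buffer or medium – tet-free, stripped-serum medium · Schedule – induction 48 h, compound 1 h, agonist 30 min · Detection – formaldehyde fixation, Hoechst nuclear stain, 10x automated fluorescence imaging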
P. falciparum M17LAP = P. falciparum M17LAP inhibitors, primary screen, biochemical, fluorogenic H-Leu-NHMec substrate, 1536-well (AID 1619); Leucine aminopeptidase (Plasmodium falciparum (isolate 3D7)); recombinant M17LAP, H-Leu-NHMec fluorogenic kinetic assay; higher % means a stronger effect; inhibition, % at 30 µM, or IC50 in µM where a hit was titrated; 220,000 compounds, 0.38% hits;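 active = compound inhibiting the enzyme by more than half at any dose during confirmatory dose-response retesting; inconclusive = strong single-dose inhibitors picked by rank but not retested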;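 note: plate controls were full reaction with DMSO carrier for no effect and no enzyme background for full effect; strong numbers were not always called active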
Dynein transport cytoplasmic EGFP = also measured in Dynein transport; calls as there; z-score; measured here: cytoplasmic GR-EGFP intensity; active compounds read high
Dynein transport nuclear GR-EGFP = also measured in Dynein transport; calls as there; z-score; measured here: nuclear GR-EGFP intensity;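 lower value marks the stronger effect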
Dynein transport cell count = second read-out of Dynein transport, no call of its own (marks repeat the call); z-score; measured here: cell count per field
Ins promoter up cell count = also measured in Ins promoter up; calls as there; cell count; measured here: cytotoxicity, nuclei count;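 total cells summed across four imaged fields per well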
b-catenin transl cell count 5 µM = recorded beside b-catenin transl, whose call it bears; cell count; measured here: cell count, cytotoxicity flag
MT stabilizer Hoechst-high % = also measured in MT stabilizer; calls as there; % Hoechst-high responders; measured here: nuclear condensation Hoechst responders;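 share of cells brighter than vehicle mean plus two SD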
MT stabilizer cytotoxicity % = second read-out of MT stabilizer, no call of its own (marks repeat the call); toxicity, %; measured here: cytotoxicity by cell density;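 0% = mean cell density of plate MIN control wells and 100% = no cells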
Autophagy HCS cell loss 18 h = second read-out of Autophagy HCS, no call of its own (marks repeat the call); toxicity, %; measured here: cell loss, nuclei count;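 cell loss after 18 h compound exposure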
Starred values were filed as active, the others as inactive; i = inactive; ? = inconclusive; · = no result given; & = joins results of further samples.

SMILES	MT stabilizer	MT stabilizer Hoechst-high %	MT stabilizer cytotoxicity %	M1AAP inhibition	Ins promoter up	Ins promoter up cell count	b-catenin transl	b-catenin transl cell count 5 µM	UTI89 phage lysis	CSM14.1 death rescue	Autophagy HCS	Autophagy HCS cell loss 18 h	Dynein transport	Dynein transport cytoplasmic EGFP	Dynein transport nuclear GR-EGFP	Dynein transport cell count	P. falciparum M17LAP
CC(=O)Nc1ccc(C(=O)n2cnc3cc(C)c(C)cc32)cc1	1.0	1.6	8.5	8%	0.25	792	·	·	0.6%	-0.9%	i	9	1.3	-0.21	0.31	-0.47	8%
CN1CCc2c(sc3c2c(=O)n(-c2ccccc2)c2nnc(SCc4ccccc4)n32)C1	3.2	1.7	5.3	1%	-0.32	1206	1.7	888	0.3%	1.2%	i	-5	1.1	-0.24	0.59	0.19	4%
O=C1C2N=NN(CC(=O)N3N=C(c4ccccc4)CC3c3ccc([N+](=O)[O-])cc3)C2C(=O)N1c1ccccc1 (stereo unspecified)	1.3	1.2	3.7	-1%	-0.1	1475	-0.2	1505	·	0.8%	i	5	-1.2	-0.052	0.0087	1.5	-1%
c1ccc(-c2cn3c4c(sc3n2)CCCC4)cc1	4.6	1.8	7.1	8%	0.3	1749	1.6	938	-0.2%&1.2%	-7.7%	i	1	-0.71	-0.22	-0.044	0.84	3%
CN(C)Cc1nc2ccccc2c(=O)n1CC(=O)Nc1cccc(S(=O)(=O)N2CCOCC2)c1	3.2	1.0	0.0	8%	·	·	-3.7	1087	-0.8%	-1.1%	i	-15	-0.3	-0.17	0.37	0.76	11%
CC1(C)CC(=O)C(=CN2CCOCC2)C(=O)C1	4.1	2.4	5.6	8%	0.63	1012	-4.4	1145	-0.7%	-0.7%	i	6	-0.2	-0.091	0.24	0.69	6%
CCOC(=O)c1cc(NC(=O)c2cccs2)ccc1N1CCOCC1	2.1	1.9	5.4	-3%	0.13	1425	-1.4	1098	0.2%	-2.3%	i	9	-0.47	-0.31	-0.75	-0.19	7%
COc1ccc(S(=O)(=O)N2CCCN(S(=O)(=O)c3ccc(OC)cc3C)CC2)c(C)c1	2.2	2.7	7.8	1%	·	·	-0.9	1141	5.3%	-1.9%	i	-17	0.15	-0.26	0.72	-0.26	-2%
Cc1cc(C)n(S(=O)(=O)c2cccc(Cl)c2Cl)n1	3.1	1.7	8.3	·	0.39	1107	·	·	4.2%	-1.1%	i	16	1.1	-0.21	0.47	-1.1	·
CC1=C(C(=O)Nc2ccccc2C)C(c2ccc(C)o2)C2=C(CCCC2=O)N1 (stereo unspecified)	4.6	2.3	7.8	10%	0.69	1285	-0.9	1256	-0.1%	1.0%	i	4	1.8	-0.23	1.2	0.53	11%
O=C(O)c1cc(Cl)ccc1-c1ccc(/C=C/c2cc(C(F)(F)F)[nH]c(=O)n2)o1	2.1	1.1	8.8	·	1.6	1487	1.4	954	0.3%	1.1%	i	23	-0.72	-0.28	-0.12	0.33	·
Cc1ccc(S(=O)(=O)Nc2nc3ccccc3nc2NCc2ccco2)cc1C	5.3	3.0	9.1	25%*	-0.79	1493	-1.2	968	0.2%	1.9%	i	-7	0.15	-0.18	0.76	-0.94	16%
CCCCCc1cc(=O)oc2c(C(CCN(CC)CC)c3ccc(N(C)C)cc3)c(OC)cc(OC)c12 (stereo unspecified)	·	·	·	-4%	?	·	0.0	1238	1.0%	·	·	·	-2.4	0.46	-1.8	-4.4	19%
CC(C)(CO)C(O)C(=O)NCCC#N (stereo unspecified)	1.8	2.1	2.0	-1%	2.1	1328	-0.8	1092	0.0%	0.9%	i	-3	-1.3	-0.27	-0.72	1.9	-1%
O=C1Nc2c(c(=O)[nH]c(=O)n2Cc2ccccc2)C1(NS(=O)(=O)c1ccccc1)C(F)(F)F (stereo unspecified)	4.1	1.7	5.1	7%	1.1	1325	-4.0	930	0.0%	0.8%	i	16	-0.64	-0.29	-0.34	0.71	8%
Cn1c(NCc2ccco2)nc2c1c(=O)n(Cc1ccc(Br)cc1)c(=O)n2C	4.4	2.5	0.8	-1%	0.41	1432	·	·	0.3%	-1.2%	i	12	3	-0.043	2.3	-2.4	-2%
CCCCCCC1CC(=O)NC(=O)N1 (stereo unspecified)	·	·	·	3%	-0.43	1351	0.9	1015	-0.3%	·	·	·	-0.11	-0.28	-0.024	0.68	-4%
S=c1[nH]nc(-c2ccc3ccccc3n2)n1-c1ccc(Cl)cc1	5.0	2.0	9.3	-3%	-0.01	1475	-1.0	1157	1.5%	-1.3%	i	9	0.075	-0.04	-0.062	-1.3	2%
O=C(CCc1ccccc1)Nc1ccccc1[N+](=O)[O-]	5.8	2.9	5.0	-1%	-0.17	1510	-0.6	1138	3.9%	-1.4%	i	-9	-0.1	-0.26	0.13	0.58	10%
CCN1CCN(C(=S)Nc2ccc(Cl)cc2)CC1	3.8	1.7	1.7	0%	0.38	1382	0.1	731	4.3%	-1.5%	i	-1	-0.25	-0.19	-0.26	1.3	-5%
CCCNC(=O)COC(=O)c1ccc(N2CCCC2)c([N+](=O)[O-])c1	2.1	2.6	5.4	15%	0.01	1435	-3.2	1140	-0.5%	0.3%	i	7	-0.78	-0.1	-0.55	0.46	-9%
CC1CCN(C2=C(NS(=O)(=O)c3ccc(Cl)cc3)C(=O)c3ccccc3C2=O)CC1	1.7	1.8	5.3	-1%	-0.28	1265	-0.5	482	0.5%	-2.6%	i	18	-0.067	-0.26	-0.016	0.25	-2%
CC(C(=O)N1CCc2ccccc21)N1CCc2ccccc2C1 (stereo unspecified)	2.3	1.4	5.9	8%	·	·	1.8	1029	-0.4%	-1.9%	i	-1	0.11	-0.16	0.24	1.5	9%
COc1ccccc1CC(=O)Nc1cccc(C(=O)Nc2nccs2)c1	·	·	·	0%	2.2	986	-1.5	1278	0.7%	·	·	·	0.92	-0.028	0.37	0.066	1%
CCOC(=O)C1(Cc2ccccc2)CCN(Cc2nccn2CC)CC1	2.0	1.7	4.1	0%	-1.3	1469	-0.1	1144	-1.1%	-1.6%	i	16	-0.79	-0.23	-0.4	1	1%
COc1ccc(CN(C)C(c2ccccc2)c2nnnn2-c2ccccc2C)c(OC)c1C (stereo unspecified)	2.3	1.5	8.4	-4%	-0.29	1448	-0.2	1375	0.2%	4.4%	i	3	-0.067	-0.2	-0.099	-0.61	-5%
Cc1sc(NC(=O)CSc2nc(N)cc(N)n2)c(C#N)c1C	·	·	·	6%	-0.22	1004	0.6	1292	0.0%	·	·	·	-0.8	-0.51	-0.62	0.6	3%
c1ccc2c(c1)ncn2-c1ccc(-c2ccnc(-c3ccncc3)n2)cc1	1.2	1.8	4.9	4%	-0.46	1564	-0.5	1413	0.8%	1.9%	i	4	-0.46	-0.22	-0.11	0.25	6%
CCOC(=O)CSc1nc2nc(C)cc(C)n2n1	2.9	2.1	8.1	0%	0.19	1789	-1.8	1112	3.3%	·	i	-15	-1.3	-0.097	-0.47	0.37	-6%
CCOc1ccc2nc(NC(=O)COc3ccc(N(C)S(=O)(=O)c4ccc(C)cc4)cc3)sc2c1	·	·	·	-16%	0.1	737	0.6	1347	-0.2%	·	·	·	-0.28	-0.19	0.48	0.066	0%
CCC(=O)N(Cc1ccco1)C1CC(=O)N(c2ccccc2)C1=O (stereo unspecified)	4.0	2.4	7.7	1%	0.39	1501	-1.5	544	-0.2%	2.1%	i	-2	-1.1	-0.32	-0.77	0.7	-4%
Cc1cccc(OCC(=O)NCC(=O)N/N=C/c2cc(Br)ccc2OCc2ccccc2)c1	2.9	2.8	5.4	-7%	-0.42	1402	·	·	2.0%	-0.1%	i	0	-0.1	-0.25	-0.48	-0.069	-1%
Nc1nonc1N/N=C/c1c(O)ccc2ccccc12	3.6	2.2	3.7	6%	-0.09	1654	-4.1	1023	-1.7%	0.6%	i	7	-0.49	-0.22	-0.29	0.28	35%
COc1cccc(CNC(=O)C2CCCN(c3nn4c(=O)cc(C)nc4s3)C2)c1OC (stereo unspecified)	1.3	0.9	8.5	7%	-0.06	857	·	·	-1.4%	-1.1%	i	-4	-0.8	0.9	-0.079	0.27	8%
CN(C)S(=O)(=O)c1cccc(NC(=O)COC(=O)COc2ccccc2[N+](=O)[O-])c1	2.9	2.2	6.6	6%	-1.2	1173	-0.7	1121	0.0%	0.1%	i	16	-0.17	-0.36	0.15	1.1	2%

Bioassay records deposited in PubChem by several laboratories.
